Assay outcomes from PubChem.
L3MBTL1 block: qHTS Assay for the Inhibitors of L3MBTL1; Lethal(3)malignant brain tumor-like protein 1 (Homo sapiens), Q9Y468; AlphaScreen L3MBTL1–H3K9me1 peptide binding; Potency, µM (top dose mostly 57.1 µM), for inactives: at the highest dose activity, negative = inhibition, most hits filed as inhibitors; actives 0.66% (n = 230,000); AID 485360, 2010; active means well fitted inhibition curve with a large enough effect; inconclusive means small, poorly fitted or top-dose-only effect; inactive means no such curve, though single readings can be large or run the other way; further: nearly all actives have a fitted effect of over 60% in size
Target sequence (Q9Y468 whole entry, looked up): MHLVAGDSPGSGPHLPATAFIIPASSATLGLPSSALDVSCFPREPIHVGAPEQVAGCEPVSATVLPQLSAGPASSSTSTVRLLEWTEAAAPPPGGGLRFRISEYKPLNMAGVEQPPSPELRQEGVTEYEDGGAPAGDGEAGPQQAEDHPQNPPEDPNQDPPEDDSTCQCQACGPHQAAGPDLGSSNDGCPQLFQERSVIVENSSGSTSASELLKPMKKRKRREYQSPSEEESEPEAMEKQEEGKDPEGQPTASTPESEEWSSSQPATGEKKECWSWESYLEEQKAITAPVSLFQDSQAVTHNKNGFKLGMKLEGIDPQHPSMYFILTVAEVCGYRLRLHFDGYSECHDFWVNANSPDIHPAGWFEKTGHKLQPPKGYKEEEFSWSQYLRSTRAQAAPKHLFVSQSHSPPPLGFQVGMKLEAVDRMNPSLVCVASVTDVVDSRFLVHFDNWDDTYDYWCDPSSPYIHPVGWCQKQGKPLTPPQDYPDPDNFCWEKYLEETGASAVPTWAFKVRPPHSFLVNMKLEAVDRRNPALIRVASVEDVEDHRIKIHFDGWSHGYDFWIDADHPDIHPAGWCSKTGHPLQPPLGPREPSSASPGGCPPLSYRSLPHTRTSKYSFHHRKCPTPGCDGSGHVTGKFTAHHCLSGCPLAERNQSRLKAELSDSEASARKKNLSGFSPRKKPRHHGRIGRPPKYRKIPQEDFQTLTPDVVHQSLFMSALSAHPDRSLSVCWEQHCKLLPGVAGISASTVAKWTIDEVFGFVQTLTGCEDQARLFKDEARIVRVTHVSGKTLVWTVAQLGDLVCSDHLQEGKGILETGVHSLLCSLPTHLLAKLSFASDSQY
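Read-out is AlphaScreen signal from streptavidin donor and nickel chelate acceptor beads (10 ug/mL final each) bridging L3MBTL1 (50 nM) and biotinylated K9-monomethylated H3(1-15) peptide (75 nM), after 30 min compound exposure at room temperature.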
Active calls of the source: *; ? = inconclusive; [ ] = dose if it differs, or a comment. On the % scale 0 is the no-effect control and ±100 the full control effect; potency means the concentration at half of the fitted maximal effect. Some of the compounds tested; rates above refer to the full screens.

cpd	SMILES	L3MBTL1 block
1	CC(=O)N1CCN(C(=O)c2cccc(S(=O)(=O)Nc3c(C)n(C)n(-c4ccccc4)c3=O)c2)CC1	3%
2	Cc1cccc(NS(=O)(=O)c2ccc3oc(=O)ccc3c2)c1C	-12%
3	COCCCNC(=S)N(CCO)Cc1cc2cc3c(cc2[nH]c1=O)OCCO3	0%
4	NC(=O)c1ccsc1NC(=O)COC(=O)COc1ccccc1[N+](=O)[O-]	-12%
5	COc1ccc2cc(-c3ccccc3F)ncc2c1	8%
6	COc1ccc(OC)c(-c2csc(NC(=O)CN3C(=O)C4CCCCC4C3=O)n2)c1 (centres undefined)	0%
7	Cc1cc(OC(C)C(=O)NC(Cc2c[nH]c3ccc(O)cc23)C(=O)O)c2c(C)cc(=O)oc2c1 (centres undefined)	-13%
8	C[C@H](NC(=O)c1nc[nH]c1C(=O)NCCCCCNC(=O)OC(C)(C)C)c1ccccc1	-10%
9	CN(CC(=O)Nc1c(Cl)cccc1Cl)C(=O)c1cccc(S(=O)(=O)NCc2ccccc2)c1	6%
10	CCOc1ccc(C(=O)Nc2ccc3c(c2)C(=O)NC3=O)cc1	2%
11	Cn1cccc1C(=O)NC(=O)COC(=O)CCNS(=O)(=O)c1cccc(C(F)(F)F)c1	-3%
12	Cc1c(C)c2c(c(C)c1O)CCC(C)(C(=O)O)O2 (centres undefined)	-11%
13	CC(Oc1cccc(Br)c1)C(=O)NNC(=O)CCS(=O)(=O)c1ccccc1 (centres undefined)	-5%
14	O=C(COC(=O)C1CC(=O)N(CCc2ccccc2)C1)c1ccc[nH]1 (centres undefined)	-5%
15	COc1ccc(NC(=O)C2CCCCC2)cc1S(=O)(=O)N1CCOCC1	4%
16	COc1ccccc1NC(=O)C(C)OC(=O)CCNS(=O)(=O)c1ccc(C)c(C)c1 (centres undefined)	9%
17	CC(=O)Nc1ccc(S[C@@H](CCN2CC[C@H](C(C)(C)C)CCC2=O)c2ccccc2)cc1	-2%
18	COc1cccc(C(=O)OCC(=O)Nc2ccc3c(c2)OCCO3)c1	-1%
19	O=C(NC1CCCCC1)c1c(O)nc2sccn2c1=O	4%
20	CN1CC(COCc2ccccc2)Oc2ccccc2S1(=O)=O (centres undefined)	3%
21	CCOC(=O)C1=C(C)NC(C)=C(C(=O)OCC)C1C(=O)OCC(=O)N(C)Cc1ccccc1	-5%
22	O=C(Cc1ccc(F)cc1)NCCS(=O)(=O)N1CCN(c2ccccc2)CC1	-3%
23	COc1cc2sc(-c3ccc(S(C)(=O)=O)cc3)c(C#CCO)c2cc1OC	4%
24	COc1ccc(S(=O)(=O)N(C)C[C@H]2Oc3c(NC(=O)CCC(F)(F)F)cccc3C(=O)N([C@H](C)CO)C[C@@H]2C)cc1	2%

Some of the entries so far, field by field.
[4] NC(=O)c1ccsc1NC(=O)COC(=O)COc1ccccc1[N+](=O)[O-]
- L3MBTL1 block: -12%

[7] Cc1cc(OC(C)C(=O)NC(Cc2c[nH]c3ccc(O)cc23)C(=O)O)c2c(C)cc(=O)oc2c1 (centres undefined)
- L3MBTL1 block: -13%

[10] CCOc1ccc(C(=O)Nc2ccc3c(c2)C(=O)NC3=O)cc1
- L3MBTL1 block: 2%

(continued)
cpd	SMILES	L3MBTL1 block
25	COc1ccc(CN(C)C(=O)C2CCN(C(=O)Nc3ccccc3)CC2)cc1OC	3%
26	O=C(COC(=O)/C=C/c1cccc(C(F)(F)F)c1)NC(=O)NC1CCCC1	-4%
27	CCCCn1c(N)c(N(CCOC)C(=O)c2ccc(-c3ccc(Cl)cc3)o2)c(=O)[nH]c1=O	-7%
28	CS(=O)(=O)c1cccc(-c2nnc(NC(=O)c3ccc4ncsc4c3)o2)c1	-8%
29	O=C(Cc1ccccc1Cl)NCc1cccnc1	10%
30	CC[C@@]1(C(=O)OC)N[C@H](CN(C)S(=O)(=O)c2ccc(-c3ccccc3)cc2)[C@@H]2C(=O)N(C)C(=O)[C@@H]21	1%
31	CCOC(=O)[C@H]1[C@H]2COc3cc(OC)ccc3[C@@H]2N2C(=O)c3cc(C)ccc3NC(=O)[C@@]12C	0%
32	CSc1cccc(NC(=O)c2ccc(NC3=NC4CS(=O)(=O)CC4S3)cc2)c1 (centres undefined)	-3%
33	COc1ccc([C@H]2CC(=O)C=C(c3ccc(OC)c(OC)c3)C2)cc1	-3%
34	COc1cc2c(cc1OC)CN(C(=O)CCNC(=O)c1ccccc1Cl)CC2	-5%
35	O=C(CCc1nc2ccccc2c(=O)[nH]1)Nc1nnc(SCc2ccccc2F)s1	-7%
36	CCC1(c2ccccc2)NC(=O)N(CC(=O)N(C)CC(=O)Nc2ccc(F)c(F)c2F)C1=O (centres undefined)	-2%
37	O=C(Nc1cccc(C(=O)N2CCCc3ccccc32)c1)c1ccccc1	2%[2.29 µM]
38	O=C1C=C(c2cccc(Cl)c2)C[C@@H](c2ccc(Cl)cc2)C1	11%
39	CCN1CCN(C(=O)CN(CC)S(=O)(=O)c2ccc3ccccc3c2)CC1	0%
40	CCC(=O)C(C#N)(c1ccc(OC)c(OC)c1)C(C)C (centres undefined)	57%[activator]
41	CCc1noc(C)c1C(=O)Nc1nc(-c2cccs2)cs1	4%
42	CCCCCCSc1cccc(-c2nc3ccc(C)cn3c2NC2CCCCC2)c1	7%
43	COc1cccc(NC(=O)CN(C)C(=O)c2sc3cc(Cl)ccc3c2Cl)c1	-9%
44	COc1cc(NC(=O)Nc2cccc3cccnc23)cc(OC)c1OC	-5%
45	COc1ccccc1CNS(=O)(=O)c1ccc(Br)s1	0%[2.29 µM]
46	COc1ccccc1CNCc1ccc(C)cc1	-8%
47	Cc1cccc(OCC(=O)N(Cc2ccccc2)c2c(N)n(Cc3ccccc3)c(=O)[nH]c2=O)c1	3%
48	O=C(c1ccc(Br)cc1)N1CCN(Cc2ccccc2)CC1	3%[2.29 µM]
49	O=C(CSc1nnc(C2CC2)n1C1CC1)c1ccc(F)cc1	-1%
50	COc1cc(CN2CCCCCC2)cc(OC)c1O	-7%[2.29 µM]
51	O=C(COC(=O)c1ccco1)NNC(=O)c1ccc(Cl)cc1	-5%
52	CCCn1nc(C(=O)NNC(=O)c2cc(S(=O)(=O)NC)ccc2Br)c2ccccc2c1=O	5%
53	Cn1ccnc1SCC(=O)Nc1cccc(C#N)c1	?
54	Cc1cccc(NC(=O)CNC(=O)c2cccc(S(=O)(=O)NCc3cccs3)c2)c1C	-1%
55	Cc1cc(C)nc(SC2CC(=O)N(c3ccc(Cl)cc3)C2=O)n1 (centres undefined)	-5%
56	CCCNC(=S)N1CCC(NC(=O)c2cccc(C)c2)CC1	-4%
57	Cc1cc(Br)ccc1NC(=O)CN(C)C(=O)C1CSC2(C)CCC(=O)N12 (centres undefined)	2%
58	CCN(C(=O)COC(=O)c1ccc(OC)c(S(=O)(=O)N(C)Cc2ccccc2)c1)C1CCS(=O)(=O)C1 (centres undefined)	2%
59	COc1ccc(-c2c(-c3cc(OC)cc(OC)c3)n(C)c3ccc(-c4cccc5[nH]ccc45)cc23)cc1	-12%
60	O=S(=O)(Nc1ccccc1F)c1ccc(Cl)nc1	0%
61	N#CC1(NC(=O)CSc2nc3ccccc3o2)CCCCC1	8%
62	COC(=O)CN1C(=O)c2cccc3cccc1c23	11%
63	COc1ccc(C(=O)NCCS(=O)(=O)N2CCCC2)cc1	8%
64	Cc1ccccc1OCCC(=O)OCC(=O)Nc1c(F)cccc1F	1%
65	O=C(CCc1nnc2n(Cc3ccccc3)c(=O)c3ccccc3n12)NCCN1CCOCC1	8%
66	CC1CCCN(CCOc2cccc(Oc3ccccc3)c2)C1 (centres undefined)	-2%
67	CC/C(=C/c1ccccc1)c1cccc2[nH]c3c(OC)cccc3c12	-7%
68	O=C(COC(=O)C1CC1)NCCNC(=O)COC(=O)C1CC1	9%
69	O=C(COC(=O)c1ccc[n+]([O-])c1)Nc1ccc([N+](=O)[O-])cc1C(F)(F)F	7%
70	CCCCCCCNC(=O)C1(CC2CC(c3ccccc3)=NO2)CCNCC1 (centres undefined)	5%
71	COCCN(CC(=O)Nc1cccc(C)c1C)C(=O)c1ccc2ccccc2n1	-7%
72	CC(C)Oc1ccccc1C1(c2ccccc2)NC(=O)NC1=O (centres undefined)	-5%

New compounds follow
No.	SMILES	L3MBTL1 block
73	Cc1ccc2c(cnn2C(=O)CCC(=O)NCc2cccc(Br)c2)c1	9%
74	COc1cc(OC)cc(C(=O)N2CCN(c3ccccn3)CC2)c1	3%
75	CCOCC(=O)Nc1ccc2c(c1)N(S(=O)(=O)c1cccs1)CCC2	2%
76	CC(=O)c1cnc2nc(SCc3ccc(C)cc3)nn2c1C	3%
77	COc1cccc(CNC(=O)COC(=O)/C(C#N)=C/c2ccc(N(C)C)cc2)c1	4%
78	Cc1onc(-c2c(Cl)cccc2Cl)c1C(=O)N(C)Cc1ccccc1	-1%
79	CCCCn1c(N)c(N(CCC(C)C)C(=O)COC(=O)c2sccc2C)c(=O)[nH]c1=O	40%[activator]
80	CS(=O)(=O)N(CC(=O)Nc1ccccc1Br)Cc1ccccc1	6%
81	CCc1nc(N2CCN(C(=O)CCl)CC2)c2c3c(sc2n1)CC(C)CC3 (centres undefined)	-3%
82	O=C(CN1C(=O)C(=O)N(C2CCCC2)C1=O)Nc1ccc(Cl)cc1C(F)(F)F	4%
83	CC(=O)c1ccc(OCCCC(=O)OCC(=O)Nc2ccc3[nH]c(=O)[nH]c3c2)cc1	6%
84	Cc1onc(-c2ccccc2Cl)c1C(=O)NC(C)c1ccccc1 (centres undefined)	43%[activator]
85	COc1ccc(-c2cc3c(=O)n(CC(=O)N4CCN(C)CC4)ncn3n2)cc1	5%
86	COc1cccc(C(=O)NNC(=O)c2ccc(NS(=O)(=O)c3cccs3)cc2)c1OC	1%
87	O=C(COC(=O)Cc1ccc(Cl)c(Cl)c1)Nc1ccc2[nH]c(=O)[nH]c2c1	11%
88	C[C@H](CO)N1C[C@H](C)[C@@H](CN(C)Cc2ccc(C(=O)O)cc2)Oc2c(NC(=O)c3ccncc3)cccc2C1=O	2%
89	CCOc1cccc(Nc2ccc([N+](=O)[O-])cn2)c1	-4%[2.29 µM]
90	COc1ccc(OC)c(NC(=O)CCN2C(=O)c3cccc([N+](=O)[O-])c3C2=O)c1	45%[activator]
91	O=C(CSc1ccc(F)cc1)Nc1nnc(-c2ccco2)o1	-11%
92	O=C(CCNS(=O)(=O)c1ccc(OC(F)(F)F)cc1)NC1CC1	12%
93	OC1COC(O)C(O)C1O (centres undefined)	-4%
94	O=C1CC/C=C\C[C@@H](CC(=O)N(CCO)Cc2ccccc2)C(=O)N[C@H](Cc2ccccc2)CO1	10%
95	Cc1cccc(NC(=O)CSCC(=O)N2CCN(C(=O)c3ccco3)CC2)c1	0%
96	COc1ccc2nc(NC(=O)CCNC(=O)c3ccco3)sc2c1	1%
97	Cc1ccc(CNC(=O)c2ccc(N3CCC4(CC3)CC(c3ccccc3)=NO4)c(NC(=O)c3c(Cl)cccc3Cl)c2)cc1	-4%

Random excerpt: 6 compounds from above
No.	SMILES	L3MBTL1 block
72	CC(C)Oc1ccccc1C1(c2ccccc2)NC(=O)NC1=O (centres undefined)	-5%
62	COC(=O)CN1C(=O)c2cccc3cccc1c23	11%
30	CC[C@@]1(C(=O)OC)N[C@H](CN(C)S(=O)(=O)c2ccc(-c3ccccc3)cc2)[C@@H]2C(=O)N(C)C(=O)[C@@H]21	1%
11	Cn1cccc1C(=O)NC(=O)COC(=O)CCNS(=O)(=O)c1cccc(C(F)(F)F)c1	-3%
77	COc1cccc(CNC(=O)COC(=O)/C(C#N)=C/c2ccc(N(C)C)cc2)c1	4%
6	COc1ccc(OC)c(-c2csc(NC(=O)CN3C(=O)C4CCCCC4C3=O)n2)c1 (centres undefined)	0%

Structures above that contain a COOH group, in the order listed:
No.	SMILES	L3MBTL1 block
7	Cc1cc(OC(C)C(=O)NC(Cc2c[nH]c3ccc(O)cc23)C(=O)O)c2c(C)cc(=O)oc2c1 (centres undefined)	-13%
12	Cc1c(C)c2c(c(C)c1O)CCC(C)(C(=O)O)O2 (centres undefined)	-11%
88	C[C@H](CO)N1C[C@H](C)[C@@H](CN(C)Cc2ccc(C(=O)O)cc2)Oc2c(NC(=O)c3ccncc3)cccc2C1=O	2%

The list continues:
No.	SMILES	L3MBTL1 block
98	COc1cccc(-c2cc(C(=O)NCc3ccco3)c3ccccc3n2)c1	-1%[2.29 µM]
99	Cc1ccc2nc(-c3ccccc3)cc(C(=O)N3CCN(c4ccccc4O)CC3)c2c1	-10%
100	COC(=O)c1ccc(COC(=O)CNC(=O)C2CCCCC2)cc1	2%
101	CC1(c2nnc(-c3cccc(Cl)c3)o2)CC(c2cccc([N+](=O)[O-])c2)=NO1 (centres undefined)	-3%
102	Cc1ccc(NC(=O)COCC(=O)Nc2ccc(C)cc2)cc1	2%
103	O=[N+]([O-])c1ccc(Cc2ccccn2)cc1	5%
104	O=C(NCC(=O)c1ccccc1)OCc1ccc([N+](=O)[O-])cc1	1%[2.29 µM]
105	O=C(CSc1cc(Cl)ccc1Cl)Nc1ccc(N2CCOCC2)cc1	-7%
106	Cc1ccn2c(=O)nc(SCC(=O)N3CCCCCC3)nc2c1	-16%
107	NC1=NC(=O)/C(=C/c2cccc(-c3ccc(S(N)(=O)=O)cc3)c2)S1	3%
108	CCOC(=O)C1CCCN(CCC(=O)Nc2cc(OC)ccc2OC)C1 (centres undefined)	-4%
109	CC(C)Cc1ccc(C(=O)NCc2ccc3c(c2)OCO3)o1	-17%
110	CCC(=O)Nc1ccc(C(=O)COC(=O)Cc2ccsc2)cc1	-4%
111	Cc1cccn2c(=O)nc(SCC(=O)N3CCC(Cc4ccccc4)CC3)nc12	-2%
112	CCc1ccc(NC(=O)C2CCCN(S(=O)(=O)c3ccc4c(c3)CC(C)N4C(C)=O)C2)cc1 (centres undefined)	-7%
113	COc1ccc(NC(=O)N(C)C[C@H]2Oc3ccc(NC(=O)Nc4c(C)noc4C)cc3C(=O)N([C@H](C)CO)C[C@@H]2C)cc1	-4%
114	COc1cc(OC)c(NC(=O)c2cc(S(=O)(=O)N3CCOCC3)cn2C)cc1Cl	-1%
